# Compound activity deposited in PubChem BioAssay by several laboratories.
# Rad51 HR inh: blocks human Rad51 in homologous recombination; Q06609; 200,000 tested, 0.085% active; inhibition, % at 10 µM; hRad51 DNA strand exchange, fluorescence dequenching;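 active = inhibition above 40% at the single screening dose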;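 also: 0% = DMSO control wells and 100% = blanks with heterologous ssDNA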
#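 Read-out basis: percent inhibition relative to plate controls and blanks / Assay system: human Rad51 nucleoprotein filaments preassembled on unlabelled ssDNA / Timing: filaments 15 min 37 °C, then compound 30 min / Control set: per-plate controls and blanks / Technique: fluorescence dequenching at 485/520 nm / Compound: 10 µM final, single point / Also added: Fluorescein- and BHQ1-tagged 47-mer duplex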
# EBV gp42 block: inhibitors of Epstein-Barr virus glycoprotein 42 | 220,000 tested, 0.42% active | Q1HVG2 | Fluorescence polarization binding assay, mP read-out | AID 1085 | inhibition, % (tested at 21.74 µM); in the data active = inhibition above about 50%
# Target sequence (Q1HVG2 whole entry, looked up): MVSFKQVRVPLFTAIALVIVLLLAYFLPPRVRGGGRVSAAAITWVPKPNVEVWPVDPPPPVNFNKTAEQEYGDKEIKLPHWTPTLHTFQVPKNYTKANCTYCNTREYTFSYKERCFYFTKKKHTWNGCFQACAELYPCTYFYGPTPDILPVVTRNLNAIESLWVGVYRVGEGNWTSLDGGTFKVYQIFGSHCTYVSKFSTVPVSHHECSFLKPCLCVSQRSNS
# NCF1 inh: blocks human p47phox regulatory protein of NADPH oxidases; p47phox/p22phox peptide binding, fluorescence polarization, 2 h; P14598; AID 1274; 220,000 tested, 0.53% active; inhibition, % at 24.7 µM;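 also: 0% = p47phox with labelled peptide and 100% = labelled peptide alone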
# Target sequence (P14598 whole entry, looked up): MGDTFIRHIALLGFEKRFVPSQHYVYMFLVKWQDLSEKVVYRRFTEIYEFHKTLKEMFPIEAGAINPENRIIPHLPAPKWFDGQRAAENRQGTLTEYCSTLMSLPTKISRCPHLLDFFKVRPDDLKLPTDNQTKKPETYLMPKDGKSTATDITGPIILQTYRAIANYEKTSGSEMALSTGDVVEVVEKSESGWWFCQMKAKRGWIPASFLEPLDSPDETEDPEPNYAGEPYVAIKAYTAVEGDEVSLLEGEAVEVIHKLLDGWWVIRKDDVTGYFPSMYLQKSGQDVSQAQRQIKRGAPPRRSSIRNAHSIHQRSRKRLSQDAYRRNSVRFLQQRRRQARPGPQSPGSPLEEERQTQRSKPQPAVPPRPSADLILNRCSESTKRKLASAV
# KCC2 mod: modulates chloride dependent transport by human KCC2 | KCC2 cells, thallium flux FluoZin-2 fluorescence | AID 1456 | B-score of Tl+ flux slope (higher = more flux/activation; lower = inhibition) at 10 µM | 190,000 tested, 2.2% active;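 active = thallium flux slope and its plate-corrected score both differing from the plate sample mean at a set confidence after two filtering rounds, in either direction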;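 also: slope of fluorescence scaled to starting intensity during 10 to 20 s after thallium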
# Furin inh: blocks human furin protease activity. 220,000 tested, 0.061% active. inhibition, % at 30 µM. purified furin, fluorogenic substrate cleavage. AID 463115; in the data active = inhibition above about 25%; also: inactives centre near -15
# eIF4E-4G inh: inhibitors of eIF4E and eIF4G interaction in translation initiation | 220,000 tested, 0.37% active | P63073+Q04637 | AID 782 | TR-FRET eIF4E-eIF4GI(517-606) binding, 2 h | inhibition, % at 21.7 µM;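 also: 0% = full FRET control wells and 100% = background wells lacking eIF4GI fragment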
# thrombin 1536: blocks human thrombin protease activity | P00734 | AID 1046 | 220,000 tested, 0.26% active | inhibition, % at 5 µM | alpha-thrombin, Boc-VPR-AMC fluorogenic substrate cleavage;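 active = inhibition at or above 40%; inactive = inhibition below 40%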;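 also: 0% = enzyme with no compound and 100% = wells without enzyme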
#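 Assay system: human alpha-thrombin enzyme. Reagent: Boc-VPR-AMC substrate, 15 µM final. Compound dosing: one concentration per compound, 5 µM, with 0.2% DMSO. Incubation: room-temperature reaction. Technique: AMC fluorescence, 355/460 nm. Measure: % inhibition relative to enzyme controls and enzyme-free blanks.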
# hK5 inh: inhibitors of human kallikrein 5. recombinant hK5, fluorogenic AMC substrate cleavage. inhibition, % at 5 µM. 210,000 tested, 0.59% active. AID 873;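 active = inhibition of 40% or more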;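 also: 0% = enzyme controls without compound and 100% = no-enzyme blanks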
# Target sequence (Q9Y337 67-293 limits assumed): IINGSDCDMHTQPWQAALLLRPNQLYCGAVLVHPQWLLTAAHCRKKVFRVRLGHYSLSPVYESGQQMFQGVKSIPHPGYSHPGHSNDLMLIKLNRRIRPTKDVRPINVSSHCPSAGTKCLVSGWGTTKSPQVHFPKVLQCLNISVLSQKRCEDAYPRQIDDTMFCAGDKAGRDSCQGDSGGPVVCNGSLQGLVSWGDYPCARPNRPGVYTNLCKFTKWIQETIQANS
# 14-3-3 Bad inh: disrupts binding of bovine 14-3-3 zeta to phospho-Bad peptide | TR-FRET 14-3-3zeta/Dy647-pBad peptide displacement, 1 h | inhibition, % at 21.7 µM | 220,000 tested, 0.71% active;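 active = inhibition above about 70%, limit read from the data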;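 also: 0% = full 14-3-3 plus peptide FRET controls and 100% = background without 14-3-3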
# Target sequence (P63103 whole entry, looked up): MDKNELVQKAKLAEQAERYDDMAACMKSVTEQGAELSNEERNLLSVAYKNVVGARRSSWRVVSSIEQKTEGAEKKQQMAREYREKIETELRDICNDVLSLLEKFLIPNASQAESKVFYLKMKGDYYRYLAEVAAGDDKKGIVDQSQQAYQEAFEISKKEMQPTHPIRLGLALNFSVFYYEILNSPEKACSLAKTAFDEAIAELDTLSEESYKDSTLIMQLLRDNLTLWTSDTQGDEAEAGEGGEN
# Active calls of the source: *; / = not tested or not shown; [ ] = dose if it differs, or a comment.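 The calls were made as follows, unless noted: active = inhibition above about 30% (limit read from the data); inactive = the rest.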
SMILES,Rad51 HR inh,EBV gp42 block,NCF1 inh,KCC2 mod,Furin inh,eIF4E-4G inh,thrombin 1536,hK5 inh,14-3-3 Bad inh
CC(CC1C(C#N)=C(N)SC(N)=C1C#N)c1ccccc1 (stereo not drawn),-27,-39,-23,-1.6,-14,4,4,-3,-4
O=C(CCc1ccccc1)NNC(=O)c1cccc(F)c1,2,1,1,-1.5,-4,-3,-12,5,-3
Cc1cc(C)nc(NS(=O)(=O)c2cccs2)c1,/,1,-5,0.096,-15,8,-5,-14,5[fluorescence artefact?]
CCOc1cc(/C=C2/NC(=O)NC2=O)cc([N+](=O)[O-])c1O,25,-5,16,0.082,-4,1,0,-4,-10
Cn1ncc(Cl)c1C(=O)Nc1sc2c(c1C(N)=O)CCC2,-1,-7,-18,-1.1,-15[20 µM],0[fluorescence artefact?],-6,-10,6
CSc1ccccc1NC(=O)c1ccccc1N(Cc1ccccc1)S(C)(=O)=O,8,-15,-1,-0.35,-4[20 µM],4,3,-8,2[fluorescence artefact?]
CC1CC(C)(C)N(C(=O)NC2CCCCC2)c2ccccc21 (stereo not drawn),3,3,-3,-1.2,-16[20 µM],-1,2,-4,-23
Cc1ccc(NC(=O)Nc2cnccn2)cc1Cl,4,-1,1,-0.43,-33,1,-2,-3,-17
CCCCOCCCNC(=O)c1ccccc1OCC,7,-6,-11,0.23,-18,-6,-2,3,3
Cc1cc(=O)oc2ccc(OC(=O)CN3C(=O)c4cccc([N+](=O)[O-])c4C3=O)cc12,-2,3,-5,2,-17,-1,-7,-21,-5[fluorescence artefact?]
Cc1nc(NC(=O)CN(C)S(=O)(=O)c2ccc(Br)cc2)sc1C,4,-7,0,-1,-12[20 µM],1,1,-9,-10
Cc1cc2ccccc2n1CCNC(=O)C(C)Oc1ccccc1 (stereo not drawn),1,2,-11,/,-36,4,-9,-28,4
COc1cc(/C=N/n2cc(-c3ccccc3)[nH]c2=S)cc(OC)c1O,18,-1,-26,0.33,-3,-1,-1,3,1
COc1ccc2c(c1)CC/C(=C\c1ccc(OC)c(Cn3cccn3)c1)C2=O,-2,0,-16,-2.1,-10[20 µM],4,6,2,-13
CCC(=O)c1cccc2c1N=CC1=C(CC(C)(C)CC1=O)N2,-7,-11,2,-1.3,-23[20 µM],-1[fluorescence artefact?],-2,5,2
COc1cc(C(=O)NC2=C(C#N)CCC2)cc(OC)c1OC,8,5,-1,0.33,-23,-3,-9,-1,-2
O=C(CCNC(=O)c1ccc(Br)cc1)Nc1nccs1,7,-17,-10,-0.0062,-14,6,-10,-2,-8
CCOC(=O)C1CCCN(C(=O)COc2ccccc2F)C1 (stereo not drawn),10,-2,0,0.38,-20,1,-20,0,-6
COc1ccccc1CNC(=O)COC(=O)C1=COCCO1,-2,-13,-7,-1.6,-16[20 µM],1,-9,5,5
FC(F)(F)c1ccnc(NCc2ccco2)n1,18,-20,-15,-0.85,-27,4,-2,3,0
Cc1ccn2c(CNCC3OCCc4ccccc43)c(C(=O)N3CCCCCC3)nc2c1 (stereo not drawn),/,4,5,1.1,-24,-2,-1,-3,-6
NC(=O)C1C(c2ccccc2)=C1c1ccccc1,2,-14,0,0.86,-23,4,-4,0,-9
CCNC(=S)Nc1cc(-c2ccc(Cl)cc2)[nH]n1,0,2,-15,-0.49,-3,2,2,-2,-13
CCSC1=NCCN1C(=O)C(C)(C)Oc1ccc(Cl)cc1,-4,4,11,0.24,-6,1,0,23,18
Clc1ccc2c(c1)-c1nnc(Br)n1-c1ccccc1S2,2,-10,-9,-2.7,-22[20 µM],-5,-3,-4,13
CCCCCN(C(=O)NC(=O)Nc1ccccc1OC)S(C)(=O)=O,-5,-6,-2,0.095,-10,-10,0,-10,10[fluorescence artefact?]
COCCNC(=S)N/N=C/c1ccc(-c2ccc([N+](=O)[O-])cc2)o1,-104,-23,-17,-0.0016,-17,-3,3,4,-4
Cc1ccc(/C=C/C(=O)NC(=S)N2CCN(c3ccc(F)cc3)CC2)cc1,0,-8,0,2.8,-13,-2,1,-4,-2
Cc1ccc(NC(=O)c2c3c(nc4ccccc24)CCC3)cc1,-3,-20,-18,0.021,-14,-6,/,2,-3
CCN(CC)S(=O)(=O)c1cc(C(=O)NC2CCCCC2)ccc1C,2,-9,-20,-0.098,-27,0,1,-16,9[fluorescence artefact?]

# By substructure: the compounds so far containing two or more sulfur atoms
SMILES,Rad51 HR inh,EBV gp42 block,NCF1 inh,KCC2 mod,Furin inh,eIF4E-4G inh,thrombin 1536,hK5 inh,14-3-3 Bad inh
Cc1cc(C)nc(NS(=O)(=O)c2cccs2)c1,/,1,-5,0.096,-15,8,-5,-14,5[fluorescence artefact?]
CSc1ccccc1NC(=O)c1ccccc1N(Cc1ccccc1)S(C)(=O)=O,8,-15,-1,-0.35,-4[20 µM],4,3,-8,2[fluorescence artefact?]
Cc1nc(NC(=O)CN(C)S(=O)(=O)c2ccc(Br)cc2)sc1C,4,-7,0,-1,-12[20 µM],1,1,-9,-10

# Going on with the list:
SMILES,Rad51 HR inh,EBV gp42 block,NCF1 inh,KCC2 mod,Furin inh,eIF4E-4G inh,thrombin 1536,hK5 inh,14-3-3 Bad inh
CC1CN(CC(O)COc2ccc(C(=O)c3ccccc3)cc2)CC(C)O1 (stereo not drawn),-15,-17,-18,-0.95,-5,0,-5,-12,1
CCN(CC)S(=O)(=O)c1ccc(N2CCCCC2)c(NC(=O)/C=C/c2ccc(OC)c(OC)c2)c1,0,-13,-19,-0.11,2,4,17,0,-2
O=c1c2ccccc2c(/C=N/n2cnnc2)c(O)n1-c1ccccc1,-2,6,-9,-1.4,6[20 µM],8,-2,3,21
CCOC(=O)CCS(=O)(=O)c1ccc(-c2ccc(S(=O)(=O)CCC(=O)OCC)cc2)cc1,-1,-16,-3,/,-14[20 µM],-1,4,3,-5
CCCn1c(C(O)c2ccc(OCC)cc2)nc2ccccc21 (stereo not drawn),1,-7,-8,-0.35,-6,-2,-3,1,-4
CC(=O)Nc1ccc(NC(=O)C2CCCN2/C=C/C(=O)C(F)(F)F)cc1 (stereo not drawn),14,-6,5,0.14,-8,3,6,-13,-22
NNc1nc2sc3c(c2c(=O)n1C1CCCCC1)CCN(Cc1ccccc1)C3,-1,3,-14,-0.65,-6,-3,-2,-6,-12
CC1=CC(=O)C=C(C)C1=NOS(=O)(=O)c1ccccc1,-9,-7,-11,-0.32,-5[20 µM],2[fluorescence artefact?],2,-12,-6
O=C(C1CCCCC1)N(Cc1nc2sc3c(c2c(=O)[nH]1)CCCC3)Cc1cccs1,-6,-13,-18,0.036,-10,-2,-5,-26,1
COC(=O)CNC(=O)C(NC(=O)c1ccc(Cl)cc1)C(C)C (stereo not drawn),5,-48,-9,0.64,-1[20 µM],12,5,-5,-2[fluorescence artefact?]
CCn1c(-c2cc3ccccc3cc2O)n[nH]c1=S,3,-15,-7,/,-17[20 µM],0[fluorescence artefact?],-2,-33,-13
O=c1[nH]cnc2nn(-c3ccccc3)nc12,4,-21,-9,0.65,-22,-3,1,-29,5
Cc1ccc(Cl)cc1N1CCN(Cc2nnnn2C2CCCCC2)CC1,6,-5,-12,/,-18,-5,-1,-4,-3
CC(C)(C)OC(=O)N1CCC[C@H]1c1nnc(SCc2ccccc2)o1,12,-13,-9,-1.3,-19,3,-4,11,-3
O=C(CSc1nnc2ccccn12)NCc1ccco1,26,-9,-5,0.21,-4,0,5,-6,-10
O=C(Cn1ccc2ccccc2c1=O)NCCC(=O)N1CCN(c2cccc(Cl)c2)CC1,0,-16,2,-2.8*,-7[20 µM],4,-3,-18,-9[fluorescence artefact?]
Cn1cc(Br)c(C(=O)NNC(=O)c2ccc(Br)cc2)n1,/,3,-10,0.22,-8,2,2,-2,-15
Cc1nc2nc(SCC(=O)c3ccc([N+](=O)[O-])cc3)[nH]c2cc1Br,9,-1,5,-0.091,-11,3,5,-7,0[fluorescence artefact?]
COCC(=O)N1CCCN(c2nc3c(C)cccc3cc2C#N)CC1,0,-8,-10,1.1,-16[20 µM],5,-4,-1,-17
CCc1ccc(CNC(=O)CCc2nc(-c3cccs3)no2)cc1,3,-8,-10,/,-7,4,7,27,-6
CCCC[n+]1c(C)sc2cc(OC)ccc21,-9,-17,-21,0.3,-13,0,1,7,24
CCN(CC)CCn1c(=S)[nH]c2cc3c(cc2c1=O)OCO3,3,-1,-8,1,-14,5,-3,-6,-13
Cc1ccc(C(=O)NNc2nc3ccccc3nc2C(F)(F)F)cc1,-6,-4,0,/,-23[20 µM],-1[fluorescence artefact?],5,-5,-9[fluorescence artefact?]
COCCN(C(=S)Nc1ccc(C)cc1C)C(C)c1ccco1 (stereo not drawn),5,2,-3,-0.66,-35,-1,-4,-4,-8
O=C(OCCCN1CCOCC1)c1ccc(O)c(O)c1,/,-1,-6,0.17,-20,-6,3,1,-4
CC(C)NC(=O)Cn1cnc2c1c(=O)n(C)c(=O)n2C,1,-7,1,0.098,-19[20 µM],2[fluorescence artefact?],-9,-15,11
Fc1ccc(Cn2nnc(-c3ccc(CN4CCOCC4)cc3)n2)cc1,-4,-17,-6,-0.44,-24[20 µM],-5,3,-5,-3
COc1ccc(OC)c(-n2c(-c3cc(-c4ccco4)[nH]n3)n[nH]c2=S)c1,/,-16,0,-0.6,-25,11,2,/,-1
C=CCN1C(=O)C(CC(=O)Nc2ccccc2)S/C1=N/c1nccs1 (stereo not drawn),9,-5,-38,0.2,-13,1,3,-2,-3
COc1ccc(S(=O)(=O)N(C)CC(=O)NCc2cccnc2)cc1,2,-5,-1,1.2,-9[20 µM],2,0,-6,-11[fluorescence artefact?]
CCOC(=O)C(NCc1ccc(F)cc1)(NC(=O)c1ccccc1)C(F)(F)F (stereo not drawn),0,-7,3,-1.3,-19[20 µM],3[fluorescence artefact?],-3,-10,-4
O=C(Nc1cccc2nsnc12)c1ccc(F)cc1,/,2,1,/,13,-15,4,-3,9
Cc1ccc(C)n1-c1ccc(C#N)cn1,-13,-3,5,0.45,-21,5,1,-13,-3
Cn1c(CSCc2ccc(Cl)cc2)nnc1SCC(=O)Nc1nccs1,-6,-1,4,-0.5,-20[20 µM],-1[fluorescence artefact?],-6,-3,-11
CN(Cc1nc2ccccc2c(=O)[nH]1)CC(O)COCc1ccco1 (stereo not drawn),-2,-9,1,0.74,-20,1,-2,-50,-5
Cc1c(NC(=O)C(C)N(c2ccccc2)S(C)(=O)=O)c(=O)n(-c2ccccc2)n1C (stereo not drawn),-18,-1,-7,0.29,-20,-2,-7,/,-1
Cc1c(NC(=O)CCCCCN2C(=O)C3C4C=CC(C4)C3C2=O)c(=O)n(-c2ccccc2)n1C (stereo not drawn),5,-7,-12,1.5,-15,-3,-10,-6,2
O=C(NCc1ccccc1)Nc1cccn(Cc2c(F)cccc2Cl)c1=O,20,-7,-10,0.0074,-7,0,-1,-7,2
Cc1[nH]c2ccccc2c1SCC(=O)NNC(=O)Nc1ccc(OC(F)(F)F)cc1,1,-9,-9,/,-16,2,-7,-3,-9

# Random excerpt: three compounds from above.
SMILES,Rad51 HR inh,EBV gp42 block,NCF1 inh,KCC2 mod,Furin inh,eIF4E-4G inh,thrombin 1536,hK5 inh,14-3-3 Bad inh
Cn1c(CSCc2ccc(Cl)cc2)nnc1SCC(=O)Nc1nccs1,-6,-1,4,-0.5,-20[20 µM],-1[fluorescence artefact?],-6,-3,-11
Cc1c(NC(=O)CCCCCN2C(=O)C3C4C=CC(C4)C3C2=O)c(=O)n(-c2ccccc2)n1C (stereo not drawn),5,-7,-12,1.5,-15,-3,-10,-6,2
CCOC(=O)C(NCc1ccc(F)cc1)(NC(=O)c1ccccc1)C(F)(F)F (stereo not drawn),0,-7,3,-1.3,-19[20 µM],3[fluorescence artefact?],-3,-10,-4
